aSyn rescue – rescues yeast growth from alpha-synuclein toxicity; Yeast expressing alpha-synuclein, growth rescue, BacTiter-Glo, 24 h; Potency, µM (titrated, usually from 46.1 µM), without a hit: at the top dose growth rescue (activation), most hits filed as activators; actives 0.14% (n = 370,000); further: potency means the concentration at half of the fitted maximal effect; % of control where 0% means no effect; nearly all actives have a fitted effect of over 65% in size
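Rescue of yeast growth: cells expressing toxic alpha-synuclein, induced in galactose at OD600 0.02, incubated with compound 24 h at 30 C. ATP luminescence quantified growth; inhibitors of toxicity appear as activators.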
KB-V1 MDR tox – kills drug-selected multidrug resistant KB-V1 cells | KB-V1 MDR cells viability, CellTiter-Glo, 72 h | Potency, µM (series often up to 46.1 µM), inactives show at the highest dose activity change, negative = cytotoxicity, actives largely listed as cytotoxic | actives 3.4% (n = 400,000); further: potency means the concentration at half of the fitted maximal effect; on the % scale 0 is the no-effect control and ±100 the full control effect; nearly all actives have a fitted effect of over 60% in size
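Potencies derive from concentration-effect curves fitted to normalized luminescence (CellTiter-Glo) of KB-V1 cells treated for 72 h at 37 degrees C in phenol-red-free DMEM containing 10% FBS.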
GLP-1R agonist – activates the human GLP-1 receptor. P43220. HEK293 GLP-1R CRE-luciferase, luminescence, 4-6 h; cells express a hypersensitive GLP-1R form. Potency, µM (doses to about 45.6 µM), for inactives: at the highest dose activation, actives largely listed as activators. actives 0.007% (n = 380,000). AID 624172; further: potency means the concentration at half of the fitted maximal effect; % of control where 0% means no effect
Target sequence (P43220 whole entry, looked up): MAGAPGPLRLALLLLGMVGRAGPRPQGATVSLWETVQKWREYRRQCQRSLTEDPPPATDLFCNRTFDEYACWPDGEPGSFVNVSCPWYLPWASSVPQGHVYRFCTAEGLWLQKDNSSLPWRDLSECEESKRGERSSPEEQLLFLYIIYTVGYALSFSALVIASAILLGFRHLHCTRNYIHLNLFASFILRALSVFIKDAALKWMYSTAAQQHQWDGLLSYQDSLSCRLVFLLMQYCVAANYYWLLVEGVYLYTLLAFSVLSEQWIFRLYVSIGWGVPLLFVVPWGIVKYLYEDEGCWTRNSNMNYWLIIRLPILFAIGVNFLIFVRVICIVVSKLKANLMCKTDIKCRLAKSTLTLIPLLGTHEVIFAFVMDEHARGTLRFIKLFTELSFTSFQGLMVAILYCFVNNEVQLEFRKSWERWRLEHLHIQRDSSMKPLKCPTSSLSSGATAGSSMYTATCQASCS
TDP43 rescue – TDP-43 toxicity inhibition in yeast; TDP-43 expressing yeast growth rescue, BacTiter-Glo, 24 h; Potency, µM (titrated, usually from 46.1 µM), for inactives: top-dose growth rescue (activation), most hits filed as activators; actives 1.8% (n = 410,000); further: potency means the concentration at half of the fitted maximal effect; % of control where 0% means no effect; nearly all actives have a fitted effect of over 50% in size
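Readout is BacTiter-Glo luminescence of cell growth, so inhibitors register as activators. TDP-43-expressing yeast at OD600=0.02 in galactose medium, after raffinose pregrowth to mid-log, were incubated with compound for 24 hr at 30 deg C.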
PTHR1 ag – activates the human parathyroid hormone receptor PTHR1; actives 0.075% (n = 410,000); Potency, µM (series often up to 115 µM), inactives show at the highest dose activation, usual class: activators; HEK293 GP2 PTHR1 cells, GloSensor cAMP luminescence, 1 h; Q03431; further: potency means the concentration at half of the fitted maximal effect; nearly all actives have a fitted effect of over 55% in size; some results filed as inactive show a strong effect at the top dose; inactives centre near -15; many of its hits are not listed in these tables
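HEK-293-derived GP2 cells expressing PTHR1 and a GloSensor cAMP reporter, 3,000/well, plated overnight, given luciferin plus IBMX (each 0.5 mM as added) for 1 h at 37 °C, then compound for 1 h at 37 °C. Luminescence was read after 15 min at room temperature.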
DRD3 agonist – activates the human D3 dopamine receptor; D3R DiscoveRx beta-arrestin cells, luminescence, 90 min; AID 652048; max activation, %; actives 0.58% (n = 410,000); P35462; in the data active means max activation above about 30%; further: 0% is about no effect; mostly tested at two doses, the higher about 12 µM
Target sequence (P35462 whole entry, looked up): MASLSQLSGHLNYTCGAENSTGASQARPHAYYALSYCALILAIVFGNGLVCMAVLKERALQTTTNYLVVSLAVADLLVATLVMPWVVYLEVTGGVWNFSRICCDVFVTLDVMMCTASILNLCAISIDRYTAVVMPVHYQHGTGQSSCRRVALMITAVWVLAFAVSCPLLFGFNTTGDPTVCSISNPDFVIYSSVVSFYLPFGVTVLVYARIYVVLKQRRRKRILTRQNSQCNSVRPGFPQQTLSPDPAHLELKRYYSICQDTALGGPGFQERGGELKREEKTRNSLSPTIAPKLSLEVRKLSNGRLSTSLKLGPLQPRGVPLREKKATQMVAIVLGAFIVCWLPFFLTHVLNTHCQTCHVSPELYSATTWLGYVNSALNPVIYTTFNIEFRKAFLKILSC
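Cells at 1500/well, incubated overnight, then treated with pinned compounds (dopamine as control) for 90 min at 37 degrees C. DiscoveRx reagent added for 30 - 60 minutes at room temperature; luminescence read.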
GLP-1R inv ag – inverse agonists of human GLP-1 receptor. P43220. AID 624417. HEK293 GLP-1R CRE-luciferase, luminescence, 24 h; GLP-1R form is constitutively active. Potency, µM (doses to about 38.3 µM), inactives show top-dose activity change, negative = inhibition, actives largely listed as inhibitors. actives 1.6% (n = 410,000); further: potency means the concentration at half of the fitted maximal effect; on the % scale 0 is the no-effect control and ±100 the full control effect; nearly all actives have a fitted effect of over 55% in size
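Readout was luciferase luminescence, measured 12 min after detection reagent at room temperature. Beforehand, GLP-1R reporter HEK293 cells had sat 12 h, then received compounds for 24 hr at 37 deg C.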
HEK293 tox – cytotoxicity in counter-screen for GLP-1R inverse agonists | HEK293 cAMP-luciferase reporter cells, luminescence, 24 h | Potency, µM (highest dose often 38.3 µM), without a hit: top-dose activity change, negative = inhibition, actives largely listed as inhibitors | actives 0.13% (n = 410,000);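 further: loss of luciferase light is scored as toxicity; potency means the concentration at half of the fitted maximal effect; on the % scale 0 is the no-effect control and ±100 the full control effect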
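Seeding density was 200 cells/uL; after overnight-length (12 h) culture, 23 nL compounds went on for 24 h at 37 °C. Readout used a luciferase detection reagent, luminescence taken after 12 min at room temperature.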
DRD3 antagonist – blocks the human D3 dopamine receptor | P35462 | D3R cells, DiscoveRx beta-arrestin luminescence, antagonist mode; active compounds read low | max response, negative = inhibition, % | actives 2.5% (n = 360,000); in the data active means max response below about -50%; inconclusive means no clear call, values can overlap the other calls; further: on the % scale 0 is the no-effect control and ±100 the full control effect; mostly tested at two doses, the higher about 12 µM
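Cells expressing the human receptor were seeded at 1500 cells/well, incubated overnight at 37 degrees C in 5% CO2, then exposed to library compounds with dopamine controls for 90 minutes at 37 degrees C before luminescent detection.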
* = called active by the depositor; i = inactive; u = inconclusive; x = not tested or not shown; [ ] = remark or other dose. Unless noted, the call rests on the fitted dose curve; in most records, active means well fitted curve in the direction sought with a large enough effect; inconclusive means small, poorly fitted or top-dose-only effect, or another doubt; inactive means no such curve, though single readings can be large; an effect the other way counts as inactive or inconclusive.

1. Cc1ccccc1N(C(=O)Cn1nnc2ccccc21)C(C(=O)NCc1ccco1)c1ccncc1 (stereo unspecified)
2. Cn1c(C(N)=O)cnc1Sc1ncc(C(F)(F)F)cc1Cl
3. CCOc1ccc(NC(=O)CSc2nc3c([nH]c4ccccc43)c(=O)n2-c2cc(C)cc(C)c2)cc1
4. Cc1ccc(NC(=O)CSc2nnc(-c3ccoc3C)n2CCCN(C)C)cc1Cl
5. Cc1ccc(S(=O)(=O)N2CCC(=O)N(CCOCc3cccc(C)c3)CC2)cc1
6. CSc1ncccc1C(=O)N1CCCC(CCC(=O)NCc2ccc(F)c(F)c2)C1 (stereo unspecified)
7. CCn1c(SC(C)C(=O)NCC2CCCO2)nc2scc(-c3ccccc3)c2c1=O (stereo unspecified)
8. CCC(=O)c1cn(CCOc2ccccc2OC)c2ccccc12
9. NS(=O)(=O)c1ccc(CCNC(=O)COC(=O)c2nc(Cl)ccc2Cl)cc1
10. O=C(Nc1sc2c(c1C(=O)NCC1CCCO1)CCC2)c1cc(=O)c2ccccc2o1 (stereo unspecified)

assay / entry | 1 | 2 | 3 | 4 | 5 | 6 | 7 | 8 | 9 | 10
aSyn rescue | 5% | -4% | 4% | -2% | -2% | -2% | 9% | -1% | 6%[1.84 µM] | x
KB-V1 MDR tox | 16% | -6% | 19% | -7% | -5% | -30% | -4% | u | -4% | 10%
GLP-1R agonist | -18% | 0% | -4% | 6% | 15% | 5% | 21% | 1% | -6% | x
TDP43 rescue | 11% | 2% | 0% | -3% | 0% | -28% | 4% | u | -6% | 20%
PTHR1 ag | i | -3%[57.5 µM] | -80%[inhibitor] | i | -9% | -23% | i | -31%[inhibitor] | -16% | i
DRD3 agonist | 6 | -2 | 1 | -9 | 18 | 4 | 2 | 10 | -12 | 1
GLP-1R inv ag | -22% | 1% | 11% | u | -8% | 9% | u | u | 7% | 9%
HEK293 tox | -14% | -2% | -2% | 2% | -13% | 7% | -1% | 15% | 2% | -14%
DRD3 antagonist | 0 | -24 | x | -8 | -16 | 15 | 5 | 18 | 11 | x

11. CC(=O)Nc1ccc(S(=O)(=O)Nc2ccccc2C(=O)NCc2cccnc2)cc1
12. Cc1ccc(-n2c(=O)c3c4c(sc3n(CC(=O)Nc3cccc(Cl)c3)c2=O)CCCCC4)cc1C
13. O=C(O)COc1ccc2c(c1)O/C(=C\c1ccco1)C2=O
14. Cc1ccc(NC(=O)CCCCCN2C(=O)c3ccccc3C2=O)nc1
15. O=C(CSc1nc2c(c(=O)[nH]1)CN(Cc1ccc(F)cc1)CC2)Nc1ccccc1Cl
16. C(=C\N1CCCCCC1)/c1nnnn1-c1ccc(-c2ccccc2)cc1
17. Cc1nonc1OCCNCCNc1ccccc1[N+](=O)[O-]
18. COc1ccc(/C=C2\SC(c3ccc(C)cc3)=NC2=O)cc1OC
19. COc1ccc(-c2cc(C(=O)Nc3ccc(OC)c(OC)c3)no2)cc1
20. CC(=O)C1C(c2ccc3ncccc3c2)NC(=O)NC1(O)C(F)(F)F (stereo unspecified)

assay / entry | 11 | 12 | 13 | 14 | 15 | 16 | 17 | 18 | 19 | 20
aSyn rescue | 1% | x | 1% | 7% | x | -15% | -1% | 2% | -3% | -16%
KB-V1 MDR tox | -12% | -10% | u | -30% | 11% | 0% | 8% | 2% | 19% | -3%
GLP-1R agonist | 4% | -3% | -3% | 7% | x | 11% | 12% | 6% | 4% | -1%
TDP43 rescue | -6% | 12% | 0% | -12%[0.397 µM] | 14% | -6% | -1% | -10% | 11% | -14%
PTHR1 ag | i | -22% | i | -16% | -4% | i | -6% | -9%[57.5 µM] | i | -22%
DRD3 agonist | 7 | 3 | -4 | -8 | 7 | -8 | -1 | -9 | 6 | 18
GLP-1R inv ag | 7% | 1% | 1% | -8% | -9% | -31% | -19% | 67%[activator] | 27% | 0%
HEK293 tox | 1% | 1% | -8% | -11% | -8% | u | -20% | 8% | 14% | 3%
DRD3 antagonist | 13 | x | -6 | -7 | x | 2 | u | 4 | 11 | 20

Filtered by structure, those above with a CF3 group
2. Cn1c(C(N)=O)cnc1Sc1ncc(C(F)(F)F)cc1Cl
20. CC(=O)C1C(c2ccc3ncccc3c2)NC(=O)NC1(O)C(F)(F)F (stereo unspecified)

assay / entry | 2 | 20
aSyn rescue | -4% | -16%
KB-V1 MDR tox | -6% | -3%
GLP-1R agonist | 0% | -1%
TDP43 rescue | 2% | -14%
PTHR1 ag | -3%[57.5 µM] | -22%
DRD3 agonist | -2 | 18
GLP-1R inv ag | 1% | 0%
HEK293 tox | -2% | 3%
DRD3 antagonist | -24 | 20

Some of the entries above in a different format.
Second line of a record – aSyn rescue, KB-V1 MDR tox, GLP-1R agonist, TDP43 rescue, PTHR1 ag, DRD3 agonist, GLP-1R inv ag, HEK293 tox, DRD3 antagonist
17. Cc1nonc1OCCNCCNc1ccccc1[N+](=O)[O-]
    -1%, 8%, 12%, -1%, -6%, -1, -19%, -20%, u
18. COc1ccc(/C=C2\SC(c3ccc(C)cc3)=NC2=O)cc1OC
    2%, 2%, 6%, -10%, -9%[57.5 µM], -9, 67%[activator], 8%, 4

New compounds follow.
21. CN1CCN(c2ccc(NC(=O)c3cc(S(N)(=O)=O)ccc3N3CCOCC3)cc2)CC1
22. CC(C)c1ccc(OCC(=O)NCCO)cc1
23. Cc1cc(C)cc(OCC(=O)N/N=C/c2ccco2)c1
24. O=C(NC(=S)Nc1cccc(NC(=O)c2ccccc2Cl)c1)c1cccs1
25. COc1cc(SC)ccc1C(=O)NCC1CCCO1 (stereo unspecified)
26. COc1ccc(/C=C2\CCCC(C(=O)C(F)(F)F)=C2O)cc1
27. COc1cc2c(cc1NC(=O)CSc1nc3cc(Cl)ccc3s1)oc1ccccc12
28. O=C(O)CSc1nc(-c2ccccc2)nc2c1CCCC2
29. COc1ccccc1CNC(=O)c1oc2ccc(S(=O)(=O)N3CCCCC3)cc2c1C
30. CCO[C@@H]1OC(C(=O)Nc2ccccc2)=C[C@H](c2coc3ccccc3c2=O)[C@H]1CCCO

assay / entry | 21 | 22 | 23 | 24 | 25 | 26 | 27 | 28 | 29 | 30
aSyn rescue | -15% | -6% | -6% | 1% | -3% | 0% | 8% | -15% | x | -5%
KB-V1 MDR tox | -7% | 14% | -1% | -16% | 2% | 2% | -2% | 12% | -11% | -15%
GLP-1R agonist | -4% | 0% | 6% | 0% | 4% | -1% | -13% | -2% | x | 26%
TDP43 rescue | 11% | 3% | 25% | u | -7% | 1% | 20% | 15% | 17% | 14%
PTHR1 ag | 12% | i | -19% | -8% | -28% | -17%[57.5 µM] | i | i | i | i
DRD3 agonist | -4 | 0 | 0 | 5 | -1 | -6 | 2 | 2 | 2 | -7
GLP-1R inv ag | 10% | 1% | 9% | 15% | 8% | 16% | 16% | -11% | u | 10%
HEK293 tox | 3% | -8% | 14% | -18% | 13% | 8% | -13% | -6% | -8% | -4%
DRD3 antagonist | -15 | 13 | -3 | -11 | -6 | u | 5 | 7 | x | 7

31. COc1ccc(/C=N\NC(=O)c2ccc([N+](=O)[O-])c(C)c2)cc1COc1ccccc1C(N)=O
32. CC(=O)N1CCc2cc(S(=O)(=O)NC(CC(C)C)C(=O)N3CCCC3)ccc21 (stereo unspecified)
33. CN(C)S(=O)(=O)c1cccc(NC(=S)Nc2ccc3cn[nH]c3c2)c1
34. COc1ccccc1C(=O)CN1C(=O)NC2(CCCc3ccccc32)C1=O (stereo unspecified)
35. CCNC(=O)c1cc2c(c(-c3cccc(-c4cncnc4)c3)n1)[C@H](CCO)N(C(C)=O)C2
36. CCn1c(CNC(=O)c2ccc(OC)cc2)nnc1SCC(=O)c1ccccc1
37. COc1ccc(N2CCN(S(=O)(=O)c3ccc4c(c3)CC(C)N4C(=O)C3CC3)CC2)cc1 (stereo unspecified)
38. Cc1ccc(Cl)cc1NC(=O)CSc1nncn1-c1ccccn1
39. Cc1cc(NC(=O)CCC(=O)N(CC(=O)NC2CCCC2)c2ccc(Cl)c(Cl)c2)no1
40. N#Cc1ccsc1NC(=O)CSc1nnc(-c2ccccc2)o1

assay / entry | 31 | 32 | 33 | 34 | 35 | 36 | 37 | 38 | 39 | 40
aSyn rescue | 2% | -3% | -6% | 0% | -5% | -1% | -6% | 2% | 0% | 1%
KB-V1 MDR tox | 4% | 19% | 11% | u | -5% | 0% | 1% | -29% | -17% | u
GLP-1R agonist | -1% | 1% | 0% | 14% | 0% | -1% | -5% | 10% | 9% | -8%
TDP43 rescue | 12% | 1% | u | -22% | -14% | 12% | -1% | 4% | 12% | 0%
PTHR1 ag | -2% | -2% | i | -16% | -9% | -3% | -22% | i | i | -13%
DRD3 agonist | 12 | 7 | 2 | 1 | -5 | 4 | 1 | 7 | 0 | 6
GLP-1R inv ag | u | 9% | 22% | 1% | 0% | -9% | 5% | 7% | 2% | 20%
HEK293 tox | -3% | -1% | -2% | 0% | 2% | 14% | -2% | -5% | 3% | -17%
DRD3 antagonist | 7 | -3 | 5 | u | -54* | -11 | 2 | -3 | -5 | -16

41. O=C1NC2(O)C(=O)c3ccccc3C2(O)N1 (stereo unspecified)
42. Cn1c(=O)c2c(nc(Sc3n[nH]c(N)n3)n2Cc2ccccc2Cl)n(C)c1=O
43. Cc1cc(C)nc(SCc2ccc([N+](=O)[O-])cc2)n1
44. COc1ccc(-c2[nH]ncc2CN2CCN(C(=O)c3ccco3)CC2)cc1F
45. O=C1CSC(c2ccccc2O)N1Cc1ccccc1 (stereo unspecified)

assay / entry | 41 | 42 | 43 | 44 | 45
aSyn rescue | 0% | 3% | 8% | -4% | 2%
KB-V1 MDR tox | -2% | -1% | 0% | -4% | -5%
GLP-1R agonist | 2% | 3% | 9% | 6% | 3%
TDP43 rescue | 16% | 12% | u | -8% | 9%
PTHR1 ag | -7% | i | -22% | -18% | i
DRD3 agonist | 14 | 3 | -3 | -11 | -6
GLP-1R inv ag | 11% | 7% | -51% | 32%[activator] | u
HEK293 tox | 11% | -21% | 5% | -2% | 3%
DRD3 antagonist | 15 | 27 | 2 | -14 | 4

Assay outcomes from PubChem.

An excerpt; the hit share may differ from the screen's.
